Assay outcomes: PubChem BioAssay, several laboratories
P. falciparum M1AAP: malaria alanyl aminopeptidase activity blockers – biochemical, fluorogenic H-Leu-NHMec substrate, 1536-well (AID 1445). 220,000 tested, 0.42% active. recombinant M1AAP, H-Leu-NHMec fluorogenic kinetic assay; higher % means a stronger effect. inhibition, % at 30 µM; hits with a dose series show IC50 in µM;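 active means primary inhibition above the hit cutoff, then over 50% inhibition at one or more dose response concentrations, cut at about 23% in these data, passing the limit was not always enough; inconclusive means conflicting primary data, or primary hits not chosen for dose response; inactive means low primary inhibition, or under 50% at every dose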;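 further: plate controls were DMSO full reaction for no effect and no enzyme background for full effect; strong numbers were not always called active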
M17LAP inhibition: P. falciparum M17LAP inhibitors, primary screen, biochemical, fluorogenic H-Leu-NHMec substrate, 1536-well (AID 1619); recombinant M17LAP, H-Leu-NHMec fluorogenic kinetic assay; higher % means a stronger effect; inhibition, % at 30 µM, or IC50 in µM where a hit was titrated; 220,000 tested, 0.38% active;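 active means compound inhibiting the enzyme by more than half at any dose during confirmatory dose-response retesting; inconclusive means strong single-dose inhibitors picked by rank but not retested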;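 further: plate controls were full reaction with DMSO carrier for no effect and no enzyme background for full effect; strong numbers were not always called active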
Yfh1-depleted yeast: mitochondrial function rescue without frataxin homolog – Friedreich's ataxia, plus single-dose screen, dose response (AID 1465) | S. cerevisiae Yfh1-off respiration, WST-1 reduction, 72 h; higher fold induction means a stronger effect | fold induction at 50 µM, or EC50 in µM where a hit was titrated | 220,000 tested, 0.074% active;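 active means fold induction of absorbance versus untreated yeast above a set limit, then at least 30% activation at any dose in follow-up; inconclusive means repeats straddling the limit, or above it without dose testing; inactive means fold induction below the set limit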;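 further: activators that raise dye reduction in frataxin-depleted yeast; strong numbers were not always called active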
PMI inhibition: human PMI inhibitors, high substrate, primary screen, biochemical, fluorescence intensity, high mannose 6-phosphate (AID 1220) | inhibition, % at 20 µM, or IC50 in µM where a hit was titrated | recombinant PMI enzyme, coupled fluorescence intensity; higher % means a stronger effect | 190,000 tested, 0.66% active; in the data active means inhibition above about 50%
XIAP displacement: XIAP antagonists, biochemical, IAP family, fluorescence polarization (AID 1018); XIAP BIR domain, fluorescence polarization peptide displacement; higher % means a stronger effect; one-dose displacement, % at 20 µM; IC50 in µM for titrated hits; 200,000 tested, 0.007% active; in the data active means displacement above about 50%; further: a part of the inactive calls stands beside numbers as strong as those of hits
PhoP inhibition: inhibitors of PhoP regulon expression, primary screen, Salmonella Typhimurium, GFP reporter (AID 1863); 300,000 tested, 0.16% active; S. Typhimurium PhoP-regulated promoter GFP reporter, 4 h; higher % means a stronger effect; one-dose inhibition, % at 50 µM; IC50 in µM for titrated hits;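 active means inhibition over 29.93%, a cutoff 3 SD above the screen mean, later confirmed by dose response; inconclusive means inhibition over 29.93% but no dose response follow-up; inactive means inhibition at most 29.93% or unconfirmed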;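 further: 0% = low Mg2+ inducing control and 100% = high Mg2+ repressing control; strong numbers were not always called active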
SIAH1 antagonists: Siah-1 peptide-binding antagonists, primary screen, biochemical, fluorescence polarization, rhodamine-plectin, uHTS (AID 1817). one-dose displacement, % at 20 µM; IC50 in µM for titrated hits. 290,000 tested, 0.02% active. Siah-1 / rhodamine-plectin peptide fluorescence polarization; higher % means a stronger effect;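 active means displacement of at least 50% at 20 µM, with a fluorescence ratio check between 0.3 and a set limit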;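 further: plate controls were Siah plus tracer with DMSO for no effect and tracer alone without Siah for full effect; strong numbers were not always called active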
West Nile virus CPE: West Nile virus antiviral activity, cell-based, CPE readout (AID 1621); 290,000 tested, 0.02% active; CPE inhibition, % at 10 µM, or IC50 in µM where a hit was titrated; West Nile virus-infected cells, CPE inhibition; higher % means a stronger effect; in the data active means a potency from the dose series; inconclusive means CPE inhibition mostly from about 3.7% at the one dose, without a potency; inactive means the rest, 99 in 100 with CPE inhibition below about 2.2%; further: strong numbers were not always called active
CSM14.1 death rescue: protection against thapsigargin-triggered cell killing – 384-well, CSM14.1, ATP luminescence, primary screen (AID 1222); 190,000 tested, under 10 active; cellular ATP content (survival), % at 20 µM, or EC50 in µM where a hit was titrated; CSM14.1 thapsigargin-induced death rescue, ATP luminescence; higher % means a stronger effect;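 active means EC50 below 50 µM in the dose-response confirmation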;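 further: death triggered by thapsigargin at about 15 µM added after 2 h compound pretreatment; cell ATP read after overnight thapsigargin exposure of roughly 18 to 22 hours; normalized against plate controls of thapsigargin alone and 5% DMSO vehicle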
Starred values were filed as active, the others as inactive; i = inactive; ? = inconclusive; . = no result given.

Molecule,SIAH1 antagonists,PMI inhibition,Yfh1-depleted yeast,XIAP displacement,PhoP inhibition,West Nile virus CPE,CSM14.1 death rescue,P. falciparum M1AAP,M17LAP inhibition
CCCOP(=O)(c1ccc(N(C)C)cc1)C(Nc1ccccc1)c1ccc(C)cc1 (stereo unspecified),1%,.,i,.,-3%,-1.1%,.,3%,-4%
COc1cccc(C(NC(=O)c2ccccc2F)NC(=O)c2ccccc2F)c1,-1%,11%,i,-2.6%,6%,-0.2%,-2.3%,0%,-2%
COc1cc(C)c(NC(=S)Nc2cccc(Cl)c2)cc1OC,3%,24%,i,-11%,-4%,-0.7%,-0.9%,4%,2%
CCOCCn1c(CN2CCC(C)CC2)nc2c1c(=O)n(C)c(=O)n2C,0%,19%,i,-5.2%,-1%,-0.2%,5.8%,1%,13%
Cc1cc2nnc(SCC(=O)N3CCCCCC3)n2c(N)n1,-4%,3%,i,-3.1%,-6%,0.1%,-2.0%,-1%,7%
CCOc1ccc(CN2CCC(=O)NC2=O)cc1,-3%,6%,i,-0.2%,2%,0.3%,-1.0%,1%,6%
CCn1cc(C(=O)Nc2cc(C)ccc2C)c(=O)c2ccc(C)nc21,0%,.,i,-1.8%,7%,-0.1%,0.7%,12%,5%
COc1ccc(NC(=O)CSc2nnc(Cc3cccn3C)n2CCc2ccccc2)cc1OC,1%,8%,i,-1.7%,-11%,0.2%,-0.2%,4%,8%
Cc1c(-c2ccncc2)oc2ccc(Br)cc2c1=O,1%,1%,i,-4.7%,-2%,-1.3%,-0.1%,10%,11%
CN(CCNC(=O)c1cn(C)c2ccc(S(=O)(=O)N3CCCC3)cc2c1=O)CCc1ccccc1,-1%,10%,i,0.4%,-2%,0.1%,0.9%,7%,1%
CCCCNC(=O)Cc1cc(=O)[nH]c(=O)[nH]1,2%,-1%,i,-4.9%,-6%,0.5%,-2.0%,1%,-2%
Cc1cccc(NC(=O)CS(=O)(=O)c2cn(C)c3ccccc23)c1C,-1%,-8%,i,-6.9%,-11%,0.0%,.,6%,-3%
Cc1nn(C(=O)c2c([N+](=O)[O-])cnn2C)c(C)c1Cl,0%,-14%,i,-1.9%,-3%,0.0%,-1.5%,-6%,1%
Cn1c(=O)c2c(nc(NNC(=O)C(F)(F)F)n2C)n(C)c1=O,-3%,-10%,i,-2.2%,7%,1.1%,-0.6%,4%,1%
CCOC(=O)c1[nH]c(C)c(C(=O)Nc2cccc(Cl)c2C)c1C,-4%,2%,i,-4.5%,-14%,2.4%,-1.3%,-2%,-9%
COc1ccc(CNC(=O)CCc2c(C)nc3ncnn3c2C)cc1,-3%,0%,i,-6.0%,-3%,-0.2%,-1.5%,1%,2%
O=C(COc1ccc(Br)cc1CNCCc1ccccc1)NCc1ccccc1,-6%,4%,i,-2.8%,-5%,-1.6%,-3.2%,6%,-6%
NC(=O)Cc1ccc(C(=O)c2ccc(Cl)cc2Cl)s1,-2%,-6%,i,-11%,5%,-0.6%,-6.0%,5%,8%
CSc1nnc(-c2ccc(S(=O)(=O)N3CCOCC3)cc2)n1CC1CCCO1 (stereo unspecified),0%,7%,i,-2.4%,3%,0.1%,-0.2%,-3%,2%
CCCCNC(=O)CS(=O)Cc1nc(-c2cccs2)oc1C (stereo unspecified),1%,-1%,i,-6.6%,-4%,0.1%,1.3%,5%,8%
Cc1csc(NC(=O)c2ccncc2)n1,0%,.,i,.,-10%,0.0%,.,6%,2%
COC(=O)c1ccc(C(=O)OC)c(NC(=O)CS(=O)(=O)Cc2ccccc2)c1,5%,0%,i,-4.8%,-2%,0.3%,-0.9%,1%,-25%
COc1ccc(C(=O)CN2C3=NCCCN3c3ccccc32)cc1OC,3%,-15%,i,-3.8%,-3%,-0.8%,-2.3%,2%,-10%
COc1ccc2nc(C)cc(SCC(NC(C)=O)C(=O)OC(C)C)c2c1 (stereo unspecified),3%,.,i,.,-17%,-0.7%,.,0%,0%
FC(F)Sc1ccc(NC(=S)NC2CCCCC2)cc1,3%,8%,i,-3.7%,-10%,-0.1%,-2.2%,2%,-8%
COC(=O)c1cc(C#N)c(Oc2ccc(F)cc2)nc1C,4%,4%,i,-4.8%,34%,1.0%,-0.1%,12%,3%
COc1ccccc1Nc1nc(NCc2ccco2)c2ccccc2n1,-5%,.,i,.,48%,-0.5%,.,4%,-4%
CCN(CC)S(=O)(=O)c1ccc(C(=O)Nc2ccc(Cc3ccncc3)cc2)cc1,0%,7%,i,-3.5%,7%,-0.3%,3.4%,-6%,10%
CCOC(=O)c1c(CN2CCN(C)CC2)n(-c2ccccc2)c2cc(Br)c(O)cc12,-5%,.,i,.,-4%,0.4%,.,15%,13%
CCOC(=O)c1sc2nc(CSc3ccccc3Cl)[nH]c(=O)c2c1C,-6%,13%,i,-16%,-5%,-0.6%,-1.6%,3%,2%
Cc1noc(C)c1COc1cccc(C(=O)Nc2ccccc2N2CCOCC2)c1,8%,1%,i,-5.3%,-7%,-1.6%,-1.1%,2%,-7%
CCCCOc1ccc(C(=O)CCN2CCOCC2)cc1,-4%,-6%,i,-6.3%,13%,-1.1%,-1.9%,-5%,6%
CCOc1ccc(-c2ccc(SCC(=O)Nc3nnc(CC)s3)nn2)cc1,19%,-14%,i,-5.7%,-11%,0.0%,0.3%,3%,0%
Cc1cc(NC(=O)C(C)C)ncc1NC(=O)CCc1ccccc1,.,.,.,.,17%,0.1%,.,-2%,3%
CNC(=S)Nc1ccc(C23CC4CC(CC(C4)C2)C3)cc1,2%,7%,i,-2.7%,-8%,-1.3%,-1.3%,11%,0%
O=C(Cc1ccc(-n2c(=O)[nH]c3ccccc3c2=O)cc1)N1CCN(c2ccccc2)CC1,-2%,1%,i,-5.0%,4%,-0.1%,-2.7%,1%,-9%
O=C(CNC(=O)c1ccc(Br)o1)NCc1ccc2c(c1)OCO2,-5%,3%,i,-6.2%,-1%,-0.1%,1.8%,-4%,-3%
COc1ccc(O)c(/C=N/NC(=O)c2c(C)nnn2-c2nonc2N)c1,19%,-12%,i,-10%,-6%,?,-0.9%,11%,17%
CC1CCCCN1CCNC(=O)c1ccc2c(=O)n(CCc3ccccc3)c(=O)[nH]c2c1 (stereo unspecified),3%,7%,.,-4.6%,17%,.,3.4%,-6%,-1%
COc1ccc(O)c(/C=N\NC(=O)CCn2nnc3ccccc32)c1,-4%,-3%,i,-7.1%,17%,0.0%,-0.3%,6%,-12%
CCCCNc1ccc2c3c(cccc13)C(=O)N(CCCC)C2=O,14%,.,i,.,-129%,-1.1%,.,2%,4%
O=C(CNC(=O)c1ccncc1)N/N=C/c1ccc(Br)cc1,4%,.,i,.,-7%,0.2%,.,7%,1%
CCOC1OC(=O)C(Cl)=C1Nc1ccc(C)cc1C (stereo unspecified),5%,-10%,i,3.1%,6%,-0.7%,-2.2%,-3%,-3%
Cc1cc(-c2ccco2)n(CC(=O)NCCCc2ccccc2)n1,3%,-1%,i,-4.5%,6%,-0.4%,-1.9%,5%,5%
CCn1c2ccccc2c2cc(NC(=O)CSc3nnc(-c4cccc(C)c4)o3)ccc21,0%,5%,i,-4.1%,-2%,0.2%,1.7%,3%,9%
COc1ccc(/C=C/C(=O)NCC(=O)n2nc(C)cc2C)cc1,4%,.,i,.,-9%,0.1%,.,3%,3%
COc1ccc(/C=C2\SC(=S)N(CCCC(=O)NNC(=O)c3ccccc3O)C2=O)cc1,-1%,-39%,i,-3.4%,-5%,-0.3%,-1.3%,3%,4%
CCc1nnc(NC(=O)C2Cc3ccccc3CN2S(=O)(=O)CC)s1 (stereo unspecified),10%,2%,i,-6.0%,7%,0.8%,.,0%,4%
Cc1ccc(-c2nc(N)s[n+]2-c2ccccc2)cc1,-2%,4.9µM*,i,-6.0%,17%,-0.7%,-0.6%,7%,3%
Cc1ccc(S(=O)(=O)N2CCC(C(=O)OCC(=O)N3CC(=O)Nc4ccccc43)CC2)cc1,-1%,13%,i,-18%,4%,0.0%,1.4%,0%,5%
CCCCNC(=O)CN(c1cccc(Br)c1)S(C)(=O)=O,8%,-2%,i,2.1%,4%,0.4%,-1.1%,-4%,-3%
NC(=O)C(=O)NCCCN1CCOCC1,0%,3%,i,0.0%,-5%,1.5%,-1.1%,8%,-2%
COc1c(C)cc(Br)cc1C(=O)Nc1cccc(NC(=O)c2ccco2)c1,1%,19%,i,-5.0%,-7%,1.8%,-1.7%,9%,1%
CC(Oc1ccc(Cl)cc1Cl)C(=O)Nn1cnnc1 (stereo unspecified),6%,0%,i,-7.7%,-1%,0.5%,-0.4%,6%,6%
Cc1ccc(C(=O)N/C(=C\c2ccc(C(C)C)cc2)C(=O)NCCCN2CCOCC2)cc1,-4%,-5%,i,-6.8%,19%,0.0%,-7.6%,-6%,-7%
O=C(c1ccc(C(F)(F)F)cc1)N1CCC(=O)N(C(COCc2ccc(Cl)cc2)Cc2ccccc2)CC1 (stereo unspecified),6%,7%,i,-2.2%,4%,-1.6%,2.4%,2%,3%
COc1cc(/C=N/NC(=S)NC2CC3CCC2C3)ccc1O (stereo unspecified),-3%,.,i,.,-4%,-0.2%,.,7%,5%
Nc1nnc(CC(=O)Nc2ccccc2)s1,-1%,.,i,.,-7%,0.1%,.,6%,18%
CCOC(=O)c1c(NC(=O)CN2C(=O)NC3(CCC(C)CC3)C2=O)sc(C)c1-c1ccc(C)cc1 (stereo unspecified),-6%,-19%,i,-4.3%,-3%,0.5%,0.6%,-3%,-3%
CC1=CCC2C(=O)N(c3ccc(C)cc3)C(=O)C2C1 (stereo unspecified),1%,11%,i,-6.9%,8%,0.4%,-0.5%,-8%,-6%

Next results
Molecule,SIAH1 antagonists,PMI inhibition,Yfh1-depleted yeast,XIAP displacement,PhoP inhibition,West Nile virus CPE,CSM14.1 death rescue,P. falciparum M1AAP,M17LAP inhibition
CCN(CC)c1ccc(NC(=O)c2cnn(CC)c2)cc1,1%,10%,i,6.6%,-4%,0.1%,-2.3%,8%,8%
COc1ccc(C(=O)On2c(-c3ccc(Br)cc3)nc3ccccc3c2=O)cc1,-1%,0%,i,2.7%,33%,-1.6%,-3.1%,14%,6%
O=C1/C(=C\c2ccc(O)cc2)SC(=S)N1/N=C/c1ccc(O)cc1,15%,.,i,.,-8%,-0.7%,.,14%,16%
COCc1cc(C)nc(N2CCOCC2)c1C#N,-5%,-1%,i,-6.7%,2%,0.5%,-0.7%,4%,-45%
CCc1ccc(CNc2ccc(O)cc2)cc1,-5%,11%,i,-0.1%,34%,0.2%,-0.8%,18%,16%

This is a random part of the collection, and some 1.6% of all compounds hit somewhere here.
